# PLAP inhibition – inhibition of human placental alkaline phosphatase – biochemical, luminescence, HTS (AID 690). one-dose inhibition, % at 20 µM; IC50 in µM for titrated hits. 96,000 compounds, 0.08% hits. purified PLAP, luminescent substrate; higher % means a stronger effect; in the data active = a potency from the dose series; inactive = the rest, 99 in 100 with inhibition below about 30%; note: strong numbers were not always called active
# Bcl-B displacement – displacers of TR3 peptide from Bcl-B, primary screen, selectivity assay for Bfl-1 inhibitor project, biochemical, fluorescence polarization | FP displacement of FITC-TR3 peptide from Bcl-B; higher % means a stronger effect | one-dose displacement, % at 20 µM; IC50 in µM for titrated hits | 96,000 compounds, 0.11% hits | AID 748;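 active = displacement above 50% at 20 µM plus a fluorescence interference ratio under 1.5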;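 note: plate controls were wells without compound for no effect and wells lacking Bcl-B protein for full effect; a part of the inactive calls stands beside numbers as strong as those of hits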
# NFkB transloc inh – blocks IL-1B driven NFkB nuclear translocation in HUVEC cells; HUVEC IL-1B NFkB p65 nuclear translocation imaging; inhibition, % at 2 µM; 94,000 compounds, 0.43% hits;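 active = inhibition above about 30% together with a positive call from visual inspection of the well image, limit read from the data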;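 note: nuclear over cytoplasmic p65 intensity ratio measured by imaging; 0% = IL-1B stimulated DMSO wells and 100% = unstimulated DMSO wells; values of inactives mirror those of a sister screen read the other way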
# NFkB transloc pot – enhances IL-1B driven NFkB nuclear translocation | 94,000 compounds, 0.3% hits | AID 819 | activation, % at 2 µM | HUVEC IL-1B NFkB p65 nuclear translocation imaging;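 active = activation above 40%, about the mean plus 3 SD, also judged a hit on visual image review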;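 note: percent activation is computed from the nuclear over cytoplasmic p65 intensity ratio; values of inactives mirror those of a sister screen read the other way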
# MRP reversal – MRP-mediated drug resistance reversal; H69AR cells + 2 uM doxorubicin, CellTiter-Glo, 72 h; differential viability (reversal), % at 10 µM; 85,000 compounds, 0.04% hits; AID 602;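 active = viability drop by adding the cancer drug above about 55%, with treated viability meeting a 40% cutoff, limit read from the data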;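 note: viability without doxorubicin minus viability with 2 µM doxorubicin for each compound; larger differential means the compound sensitizes cells more to doxorubicin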
# MRP reversal cytotoxicity – second read-out of MRP reversal, no call of its own (marks repeat the call); viability, %; H69AR cells, CellTiter-Glo, 72 h; measured here: cytotoxicity without doxorubicin
# MRP reversal with doxorubicin – further read-out of MRP reversal, marked with its call; viability, %; measured here: viability with 2 uM doxorubicin; stronger effect = lower value
# NFkB transloc inh cell count 2 µM – also measured in NFkB transloc inh; calls as there; cell count; measured here: cells passing quality filter;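 raw number of nuclei counted in each imaged well without normalization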
# NFkB transloc pot cell count 2 µM – also measured in NFkB transloc pot; calls as there; cell count; measured here: cells passing quality filter
# * = called active by the depositor; nt = no result given.
# Start of the data: the first eleven records (preview)
entry	compound	MRP reversal	Bcl-B displacement	MRP reversal with doxorubicin	NFkB transloc inh cell count 2 µM	NFkB transloc inh
1	O=C(CCN1CCc2ccccc2C1)Nc1ccccc1	-7	12%	110	158	9
2	COc1ccc(-n2ncc3c(N4CCN(c5cc(C)ccc5C)CC4)ncnc32)cc1	6	7%	59	179	8
3	O=C(O)C(Cc1ccccc1)n1cnnn1 (configuration not stated)	-1	9%	97	204	-2
4	O=C(Nc1ccccc1)c1ccccc1OCC(O)CN1C(=O)c2ccccc2S1(=O)=O (configuration not stated)	5	-12%	84	125	1
5	CCS(=O)(=O)N1CCN(S(=O)(=O)c2ccc(F)cc2)CC1	1	nt	101	114	-15
6	O=C1Nc2ccccc2SC(c2ccccc2)C1O (configuration not stated)	-13	26%	108	155	2
7	Cc1ccc(S(=O)(=O)N2CCOCC2)cc1C(=O)NCc1ccc(F)cc1	9	-4%	92	100	-1
8	CCOC(=O)C1CCCN(Cc2ccccc2Cl)C1 (configuration not stated)	-11	0%	88	145	2
9	O=C(CN1C(=O)C2C3C=CC(C3)C2C1=O)N1CC(=O)N(CCc2ccccc2)C(=O)C1 (configuration not stated)	-5	-1%	91	91	12
10	Cc1ccc(-c2nnc(N3CCOCC3)c3ccccc23)cc1S(=O)(=O)NCC1CCCO1 (configuration not stated)	10	6%	58	nt	nt
11	COc1cc(NC(=O)c2ccco2)c(OC)cc1NC(=O)CCC(=O)Nc1cc(C)ccc1C	1	-10%	78	122	15

entry	MRP reversal cytotoxicity	NFkB transloc pot	PLAP inhibition	NFkB transloc pot cell count 2 µM
1	103	-9	-33%	158
2	64	-8	8%	179
3	96	2	-4%	204
4	89	-1	6%	125
5	102	15	nt	114
6	95	-2	-34%	155
7	101	1	-82%	100
8	77	-2	10%	145
9	86	-12	1%	91
10	67	nt	-54%	nt
11	79	-15	6%	122

# The list itself, from the first entry:
entry	compound	MRP reversal	Bcl-B displacement	MRP reversal with doxorubicin	NFkB transloc inh cell count 2 µM	NFkB transloc inh
1	O=C(CCN1CCc2ccccc2C1)Nc1ccccc1	-7	12%	110	158	9
2	COc1ccc(-n2ncc3c(N4CCN(c5cc(C)ccc5C)CC4)ncnc32)cc1	6	7%	59	179	8
3	O=C(O)C(Cc1ccccc1)n1cnnn1 (configuration not stated)	-1	9%	97	204	-2
4	O=C(Nc1ccccc1)c1ccccc1OCC(O)CN1C(=O)c2ccccc2S1(=O)=O (configuration not stated)	5	-12%	84	125	1
5	CCS(=O)(=O)N1CCN(S(=O)(=O)c2ccc(F)cc2)CC1	1	nt	101	114	-15
6	O=C1Nc2ccccc2SC(c2ccccc2)C1O (configuration not stated)	-13	26%	108	155	2
7	Cc1ccc(S(=O)(=O)N2CCOCC2)cc1C(=O)NCc1ccc(F)cc1	9	-4%	92	100	-1
8	CCOC(=O)C1CCCN(Cc2ccccc2Cl)C1 (configuration not stated)	-11	0%	88	145	2
9	O=C(CN1C(=O)C2C3C=CC(C3)C2C1=O)N1CC(=O)N(CCc2ccccc2)C(=O)C1 (configuration not stated)	-5	-1%	91	91	12
10	Cc1ccc(-c2nnc(N3CCOCC3)c3ccccc23)cc1S(=O)(=O)NCC1CCCO1 (configuration not stated)	10	6%	58	nt	nt
11	COc1cc(NC(=O)c2ccco2)c(OC)cc1NC(=O)CCC(=O)Nc1cc(C)ccc1C	1	-10%	78	122	15
12	CCc1nnc(NC(=O)CSc2nnc(Cc3ccccc3)n2Cc2ccccc2)s1	-21	1%	99	201	-18
13	COc1ccc(-n2c(SCC(=O)Nc3ccc4c(c3)OCO4)nc3ccccc3c2=O)cc1	1	-13%	94	218	-9
14	COc1ccc(OC)c(NC(=O)CSc2nnc(CNc3ccc(F)cc3)o2)c1	9	-2%	80	130	-33
15	Cc1cc(C)nc(-n2nc(C)cc2NC(=O)c2ccc3c(c2)OCO3)n1	3	-3%	83	nt	nt

entry	MRP reversal cytotoxicity	NFkB transloc pot	PLAP inhibition	NFkB transloc pot cell count 2 µM
1	103	-9	-33%	158
2	64	-8	8%	179
3	96	2	-4%	204
4	89	-1	6%	125
5	102	15	nt	114
6	95	-2	-34%	155
7	101	1	-82%	100
8	77	-2	10%	145
9	86	-12	1%	91
10	67	nt	-54%	nt
11	79	-15	6%	122
12	78	18	-38%	201
13	95	9	-63%	218
14	89	33	-18%	130
15	86	nt	6%	nt

# More results follow:
entry	compound	MRP reversal	Bcl-B displacement	MRP reversal with doxorubicin	NFkB transloc inh cell count 2 µM	NFkB transloc inh
16	CC(O)c1cccc(NC2=CC(=O)CC(C)(C)C2)c1 (configuration not stated)	10	-10%	86	162	-12
17	CC1(C)CC(NC(=O)COc2ccc3ccccc3c2)CC(C)(C)N1	-1	19%	71	172	-2
18	C=Cn1nc(C)c2ccccc2c1=O	4	-4%	101	181	-4
19	Cc1ccc(OCC(=O)n2cnnc2N)c(C)c1	nt	-6%	nt	147	-11
20	Cc1cccc(N2CCN(C(=O)C3CCCN(S(=O)(=O)c4cnc[nH]4)C3)CC2C)c1 (configuration not stated)	11	nt	86	115	3
21	COc1ccc2[nH]c(=O)c(CN(Cc3ccco3)Cc3nnnn3Cc3ccccc3)cc2c1	nt	2%	nt	166	-10
22	O=S1(=O)c2cccc3cccc(c23)N1Cc1ccc(-c2nnco2)cc1	-1	-7%	95	122	-7
23	CN(C)S(=O)(=O)c1ccc2c(c1)nc(CCC(=O)NCC1CCCCC1)n2C	-8	3%	88	147	6
24	COC(=O)c1ccc(CSc2ncnc3sc(C)c(C)c23)o1	4	-13%	81	nt	nt
25	CC(C)(C)NC(=O)C(c1ccccn1)N(C(=O)C1CSC(=O)C1)c1ccc(F)cc1 (configuration not stated)	11	12%	83	99	20
26	Cc1cccc(N2C(=O)CC(N(O)c3ccccc3)C2=O)c1 (configuration not stated)	-12	-3%	90	110	-24
27	COc1ccc(C2=NOC(C(=O)NC3CCCCC3)C2)cc1OC (configuration not stated)	-3	-5%	94	74	5
28	COC(=O)c1ccc(CON2C(=O)c3ccccc3C2=O)cc1	2	0%	100	149	-1
29	Cc1ccc(CNC(=O)CCCn2c(=O)c3ccccc3n(CC(=O)NCc3ccco3)c2=O)cc1	1	nt	84	88	10
30	COC(=O)C1[C@H]2C(=O)N(Cc3cccs3)C[C@]23C=C[C@H]1O3 (some centres not stated)	1	-7%	99	101	5

entry	MRP reversal cytotoxicity	NFkB transloc pot	PLAP inhibition	NFkB transloc pot cell count 2 µM
16	96	11	15%	162
17	70	2	12%	172
18	105	4	12%	181
19	nt	11	-23%	147
20	97	-3	nt	115
21	nt	10	-4%	166
22	94	7	-5%	122
23	80	-6	2%	147
24	85	nt	30%	nt
25	94	-20	-46%	99
26	78	24	-9%	110
27	91	-5	16%	74
28	102	1	-4%	149
29	85	-10	nt	88
30	101	-5	15%	101

# Remaining list, next part.
entry	compound	MRP reversal	Bcl-B displacement	MRP reversal with doxorubicin	NFkB transloc inh cell count 2 µM	NFkB transloc inh
31	Fc1ccccc1CSc1nncn1NCc1cccs1	11	nt	84	67	7
32	O=C1CC(C2CCCO2)C(=O)N1c1cccc(Cl)c1 (configuration not stated)	6	-2%	83	198	-2
33	O=C(Cc1coc(-c2ccc(F)cc2)n1)NC1CCCCC1	nt	-8%	nt	nt	nt
34	CCCN(CCC)CC(O)CN(c1cc([N+](=O)[O-])ccc1OC)S(=O)(=O)c1ccccc1 (configuration not stated)	nt	-6%	nt	127	-6
35	Cc1cc(N)n(-c2ccc3ccccc3c2)n1	2	4%	62	96	9
36	CCN1CCN(C(=O)CN(Cc2ccccc2)S(C)(=O)=O)CC1	3	-4%	96	187	2
37	CCN1CCN(Cc2c(O)ccc3c(=O)c(-c4ccc(OC)c(OC)c4)c(C(F)(F)F)oc23)CC1	8	-5%	96	143	-66
38	Oc1c(C(c2cccs2)N2CCOCC2)sc2ncnn12 (configuration not stated)	7	10%	97	173	-5
39	COc1cccc(NC(=O)CSc2nnc(-c3cccs3)n2C)c1	-4	-2%	97	172	-7
40	COC(=O)c1cc(NC(=O)C2COc3ccccc3O2)cc(C(=O)OC)c1 (configuration not stated)	21	-2%	53	143	-5
41	O=S1(=O)CC(NCc2ccccc2)C(Nc2ccccc2)C1 (configuration not stated)	9	-1%	79	108	-4
42	CCN1C(=O)CSC1=NC1C2CC3CC(C2)CC1C3 (configuration not stated)	nt	9%	nt	113	15
43	O=c1[nH]c(CSc2nnc(COc3ccccc3)n2-c2ccccc2)nc2ccccc12	-8	-44%	70	176	-15
44	O=C(Nc1ccon1)c1ccc(Cl)s1	nt	1%	nt	115	10
45	Nc1ccc2c(c1)-c1ccccc1S(=O)(=O)N2	-7	30%	97	103	-1

entry	MRP reversal cytotoxicity	NFkB transloc pot	PLAP inhibition	NFkB transloc pot cell count 2 µM
31	94	-7	nt	67
32	89	2	6%	198
33	nt	nt	10%	nt
34	nt	6	-34%	127
35	64	-9	0%	96
36	98	-2	0%	187
37	104	66*	-42%	143*
38	104	5	6%	173
39	93	7	10%	172
40	74	5	3%	143
41	87	4	-12%	108
42	nt	-15	5%	113
43	62	15	-57%	176
44	nt	-10	0%	115
45	90	1	-27%	103

# Next section:
entry	compound	MRP reversal	Bcl-B displacement	MRP reversal with doxorubicin	NFkB transloc inh cell count 2 µM	NFkB transloc inh
46	Cc1cccc(-n2c(SCc3cc(=O)n4ccsc4n3)nc3ccccc32)c1	5	nt	78	120	-8
47	COc1ccc(C(=O)Nc2cccc(-c3nnc(-c4ccco4)o3)c2)cc1	-5	-2%	29	157	-13
48	NC(=O)c1ccc(N2CCCCC2)c(N2C(=O)C3CC=CCC3C2=O)c1 (configuration not stated)	2	-7%	90	141	-9
49	CS(=O)(=O)c1cccc(C(=O)NCc2ccccc2)c1	-3	2%	105	nt	nt
50	CC(C)C[C@H](NC(=O)OC(C)(C)C)C(=O)N/N=C/C1=Cc2ccccc2OC1C (some centres not stated)	6	10%	83	99	2
51	O=C1c2ccccc2-c2onc3ccc(Oc4ccccc4)c1c23	1	nt	1	115	-9
52	CN(C)c1ccc(/C=C/C(=O)c2cccc(Br)c2)cc1	nt	0%	nt	121	-12
53	O=C(Nc1cccnc1)c1c(F)c(F)c(F)c(F)c1F	1	5%	64	145	8
54	Cc1ccc(S(=O)(=O)N2CCC(C(=O)N3CCN(Cc4ccccc4)CC3)CC2)cc1	3	8%	88	nt	nt
55	CCCCCCCC1CC(CSc2ncn[nH]2)OC1=O (configuration not stated)	9	nt	92	90	-8
56	COc1ccc(C(c2sc3nc(C)nn3c2O)N2CCC(C(N)=O)CC2)cc1OC (configuration not stated)	-4	2%	98	nt	nt
57	Cc1ccc(CC(NC(=O)c2ccccc2)C(=O)NC(C)C(=O)O)cc1 (configuration not stated)	4	-7%	96	155	-16
58	O=C(C1c2ccccc2C(=O)N2CCc3ccccc3C12)N1CCN(Cc2ccccc2)CC1 (configuration not stated)	nt	12%	nt	153	-7
59	COc1ccc(NC(=O)CCC(=O)OCc2ccc(C(=O)Oc3ccc(Cl)cc3)cc2)cc1	nt	16%	nt	121	1
60	CCOC(=O)C1Cn2c(nc3c(c2=O)C(C)(CC)Cc2ccccc2-3)S1 (configuration not stated)	-7	-13%	94	191	7

entry	MRP reversal cytotoxicity	NFkB transloc pot	PLAP inhibition	NFkB transloc pot cell count 2 µM
46	82	8	nt	120
47	24	13	-57%	157
48	92	9	-4%	141
49	102	nt	-21%	nt
50	89	-2	-55%	99
51	2	9	nt	115
52	nt	12	36µM*	121
53	66	-8	-13%	145
54	91	nt	-38%	nt
55	101	8	nt	90
56	94	nt	-41%	nt
57	99	16	-15%	155
58	nt	nt	-44%	nt
59	nt	-1	0%	121
60	87	-7	-28%	191

# Screening data from PubChem.

# Only part of the results is shown; count on the stated rates, not on these rows.
